Screens deposited in PubChem BioAssay by several laboratories.
NOD2-RIPK2 inh: blocks binding of human NOD2 to RIPK2 | O43353 | CHO BLA complementation NOD2-RIPK2, CCF4 ratio | inhibition, % at 4.98 µM | 360,000 compounds, 0.38% hits; in the data active = inhibition above about 21%;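 also: 0% = vehicle only and 100% = reference blocker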
Target sequence (O43353 whole entry, looked up): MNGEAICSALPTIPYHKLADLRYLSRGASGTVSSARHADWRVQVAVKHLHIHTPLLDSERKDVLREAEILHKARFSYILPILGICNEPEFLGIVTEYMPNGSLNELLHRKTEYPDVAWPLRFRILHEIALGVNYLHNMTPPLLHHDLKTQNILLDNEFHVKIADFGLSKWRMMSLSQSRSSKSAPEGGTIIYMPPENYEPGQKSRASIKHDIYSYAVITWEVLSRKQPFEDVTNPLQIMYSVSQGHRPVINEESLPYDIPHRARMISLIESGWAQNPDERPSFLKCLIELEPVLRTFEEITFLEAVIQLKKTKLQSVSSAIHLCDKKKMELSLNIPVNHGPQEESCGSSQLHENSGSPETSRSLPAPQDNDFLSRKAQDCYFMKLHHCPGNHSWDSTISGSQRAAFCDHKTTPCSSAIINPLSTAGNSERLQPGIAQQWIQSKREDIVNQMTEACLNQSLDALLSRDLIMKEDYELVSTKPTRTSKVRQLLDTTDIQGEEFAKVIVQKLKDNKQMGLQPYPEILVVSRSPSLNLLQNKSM
aDG glyco act: alpha-DG glycosylation activation | Pro5-aDG cells, alpha-DG glycosylation AlphaScreen (IIH6); 0% Pro5, 100% B10-LARGE cell signal | activation, % at 10 µM | 360,000 compounds, 0.22% hits | AID 624168;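 active = activation of at least 8% versus controls, or a plate z-score of at least 8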;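 also: Pro5 are CHO cells carrying HIG-tagged alpha-DG that lacks glycosylation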
Granule exo inh: blocks lytic granule exocytosis; 360,000 compounds, 0.66% hits; TALL-104 LAMP-1 surface exposure, flow cytometry; cells stimulated with thapsigargin and PMA; inhibition, % at 10 µM;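 active = inhibition above about 55%, limit read from the data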
TLR9-MyD88 inh: TLR9-MyD88 interaction inhibition. Q9NR96+Q99836. CHO BLA complementation TLR9-MyD88, CCF4 FRET ratio. inhibition, % at 4.98 µM. 340,000 compounds, 0.21% hits. AID 504734;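 active = inhibition above the mean over all tested compounds plus 3 SD, cut at about 21% in these data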;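 also: 0% = DMSO only wells and 100% = clavulanate BLA inhibitor control wells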
ABHD5-PLIN5 inh: inhibitors of human ABHD5-perilipin-5 interaction; Q00G26+Q8WTS1; Split G. princeps luciferase complementation, luminescence, 4 h; inhibition, % at 4 µM; 360,000 compounds, 0.78% hits; AID 602281;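 active = inhibition above the mean inhibition across every tested compound plus 3 SD, cut at about 22% in these data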;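 also: 0% = DMSO only wells and the 100% control is not disclosed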
Vif inh: inhibitors of HIV Vif | 340,000 compounds, 0.35% hits | HEK293T cells, Vif self-association by quenched fluorescence, imaging, 24 h | inhibition, % at 7.49 µM; in the data active = inhibition above about 50%, passing the limit was not always enough; also: some results filed as inactive read as strong as hits
MC4R ag barr: activates human MC4R beta-arrestin recruitment | U2OS MC4R beta-arrestin complementation, luminescence; percent of melanotan II response, DMSO zero | activation, % at 8.9 µM | 360,000 compounds, 0.98% hits;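 active = activation above a per-plate cutoff, the mean activation of sample wells on that plate plus 3 SD, cut at about 8% in these data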
Target sequence (P32245 whole entry, looked up): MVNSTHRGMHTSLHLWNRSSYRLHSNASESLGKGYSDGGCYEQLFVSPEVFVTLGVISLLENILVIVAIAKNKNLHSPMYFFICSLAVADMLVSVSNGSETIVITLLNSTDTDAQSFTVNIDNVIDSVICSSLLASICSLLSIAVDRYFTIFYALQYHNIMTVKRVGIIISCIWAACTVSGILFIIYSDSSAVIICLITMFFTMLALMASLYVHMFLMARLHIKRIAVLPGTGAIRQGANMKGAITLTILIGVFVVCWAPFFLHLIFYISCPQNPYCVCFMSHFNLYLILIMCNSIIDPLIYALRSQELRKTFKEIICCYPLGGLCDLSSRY
ABCB6 inh 2: inhibitors of human ABC transporter ABCB6 | Q9NP58 | K562-ABCB6 porphyrin accumulation, flow cytometry, 1 h; active compounds read low | fluorescence ratio to DMSO, % at 10 µM | 360,000 compounds, 0.19% hits;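 active = fluorescence ratio to DMSO below 75%, the collection mean minus 3 SD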;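 also: signal is porphyrin accumulated inside mitochondria; 100% equals median channel fluorescence of DMSO control wells; lower ratio means ABCB6 inhibition with less porphyrin fluorescence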
MC4R antag cAMP: antagonists of human melanocortin 4 receptor (MC4R); AID 540295; inhibition, % at 6.5 µM; 360,000 compounds, 0.48% hits; MC4R-expressing cells, MTII-stimulated cAMP, LANCE TR-FRET;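 active = inhibition above its plate's cutoff, the mean of tested wells on that plate plus 3 SD, cut at about 29% in these data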;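 also: 0% = Melanotan II alone and 100% = Melanotan II plus saturating MCL0020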
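Assay system: U2OS cells stably expressing human melanocortin 4 receptor (MC4R) / Dosing: 6.5 µM / Timing: compound 30 min, challenge 1 h, detection 1 h / Measured by: Eu-cAMP/anti-cAMP TR-FRET, emission 671 nm / Replicates: singlicate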
N-glyco inh: N-linked glycosylation inhibition; D54 ERlucT glycosylation luciferase reporter, 24 h; percent of 100 nM tunicamycin response; reporter increase, % at 12.5 µM; 360,000 compounds, 0.23% hits;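 active = mean luciferase reporter signal, scaled so untreated is 0 and the glycosylation-blocking control 100, at or above a set limit in every replicate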;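 also: luciferase carries N-glycosylation sites so blocking glycosylation raises the light; 0% = median of neutral control wells and 100% = median of 100 nM tunicamycin wells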
The depositor's hits bear a star; . = not tested or not shown. This is a subset. The share of hits here may be higher or lower than overall.

Results follow in this order: MC4R ag barr, aDG glyco act, ABHD5-PLIN5 inh, TLR9-MyD88 inh, N-glyco inh, NOD2-RIPK2 inh, Granule exo inh, Vif inh, MC4R antag cAMP, ABCB6 inh 2
COc1cccc(C(=O)NCc2nnc(SCC(=O)Nc3nccs3)n2-c2cccc(C)c2)c1
 : 1.3, -0.1, 0.3, 5.7, -1.2, -12.6, -1.7, 1.0, -1.0, 92.0
Cc1ccn(CCC(=O)N2CCc3ccccc32)n1
 : -0.8, -0.2, 0.5, 10.9, 2.1, -1.4, 1.7, -13.8, 1.7, 101.0
Cc1cc(S(=O)(=O)Nc2ccc(C(=O)NCC(c3ccccc3)N(C)C)cc2)ccc1F (configuration not stated)
 : 0.5, 0.0, 8.0, -6.6, -1.9, -1.7, -1.5, 9.7, 1.2, 104.0
COc1ccccc1N1CCN(C(=O)c2ccc(CS(=O)(=O)c3ccccc3OC)o2)CC1
 : 0.6, 0.0, 4.0, -5.2, 1.5, -9.8, -0.8, -4.7, 2.4, 96.0
NS(=O)(=O)c1ccc(NC(=O)COC(=O)CSc2n[nH]c(-c3ccccc3)n2)cc1
 : -1.0, 0.2, 2.1, -2.1, 0.3, -7.1, 9.0, 2.4, 38.6*, 93.0
CC(C)CC(=O)N1CCC(O)(CS(=O)(=O)Cc2ccccc2)CC1
 : -2.0, -0.2, -4.1, 2.0, -0.3, 2.6, -1.1, -10.9, 5.7, 95.0
COc1cc(/C=N/NC(N)=O)ccc1OCC(=O)N1C(C)CCCC1C (configuration not stated)
 : -2.2, -0.2, -0.6, 2.4, 0.7, 2.8, 0.5, 2.5, -4.4, 92.0
CS(=O)(=O)N1CCN(C(=O)C(Sc2ccccc2)c2ccccc2)CC1 (configuration not stated)
 : 0.7, -0.2, -2.1, 1.8, -0.3, 0.2, -4.0, 1.4, 3.9, 98.0
CC1=C(C(=O)N2CCOCC2)CC(CC(=O)NCc2cccs2)C(=O)N1CCCN1CCCC1=O (configuration not stated)
 : ., -0.3, 1.6, ., 0.2, -17.1, -2.5, ., ., 79.0
Cc1cc(SCC(=O)N/N=C/c2cccnc2)nc2c(C)cccc12
 : -4.3, 1.0, 5.8, -10.1, -0.7, -9.4, 7.0, 4.5, -2.2, 85.0
CC(=O)Nc1cc(-c2ccncc2)cn2c(-c3ccccc3)cnc12
 : 1.5, -0.1, 2.0, ., 1.8, -6.7, 5.1, 3.2, 6.1, 98.0
CCN(CC)S(=O)(=O)c1ccc2c(c1)nc(CCC(=O)Nc1cccc(C(F)(F)F)c1)n2CC
 : -0.1, 0.7, -1.7, 1.8, -0.8, 2.3, 1.4, -10.1, 6.8, 103.0
C#CCNC(=O)C1=C[C@H](c2ccc(Br)cc2)C[C@H](OCCCCO)O1
 : -1.7, 0.3, 4.7, -4.7, -1.6, 4.7, -2.8, -9.6, 5.2, 97.0
COc1ccc2nc(Nc3sc4c(c3C(N)=O)CCCC4)sc2c1
 : -1.9, -0.4, -11.7, -10.8, 2.3, -0.2, 6.2, -9.1, -18.2, 89.0
CCCCOc1ccc(C(=O)N/N=C/c2ccc(OCCN3CCCCC3)c(OC)c2)cc1
 : -0.7, 0.2, 11.3, -8.8, 2.3, -17.9, -3.6, 3.5, -4.6, 102.0
COc1ccc(N(CC(=O)Nc2ccc(F)c(F)c2)S(=O)(=O)c2c(C)n[nH]c2C)cc1
 : -2.0, 0.7, 6.0, -3.8, 1.3, -16.6, -6.1, 19.4, -0.5, 95.0
CC(=O)c1ccc(NC(=O)c2ccccc2-c2ccccc2C(=O)O)cc1
 : -2.2, 0.0, -4.4, -7.1, 0.5, 2.1, 4.3, 8.0, -0.1, 94.0
COc1ccc(S(=O)(=O)n2c(N)nc3ccccc32)cc1
 : 0.0, 0.2, 7.5, ., 0.9, 3.8, -0.5, -8.1, 0.1, 89.0
Cc1cc(C(=O)Nc2cccc3ncccc23)no1
 : -1.7, -0.4, -0.8, -2.9, -2.3, 2.8, 0.3, 26.0, 4.0, 100.0
COc1ccccc1OCCCN1CCC(C(O)(c2ccccc2)c2ccccc2)CC1
 : ., 0.4, 10.6, ., ., 2.8, 6.2, ., ., 104.0

Complete entries, quoted from the list:
CC(C)CC(=O)N1CCC(O)(CS(=O)(=O)Cc2ccccc2)CC1 across the screens: MC4R ag barr: -2.0; aDG glyco act: -0.2; ABHD5-PLIN5 inh: -4.1; TLR9-MyD88 inh: 2.0; N-glyco inh: -0.3; NOD2-RIPK2 inh: 2.6; Granule exo inh: -1.1; Vif inh: -10.9; MC4R antag cAMP: 5.7; ABCB6 inh 2: 95.0
Cc1cc(C(=O)Nc2cccc3ncccc23)no1 across the screens: MC4R ag barr: -1.7; aDG glyco act: -0.4; ABHD5-PLIN5 inh: -0.8; TLR9-MyD88 inh: -2.9; N-glyco inh: -2.3; NOD2-RIPK2 inh: 2.8; Granule exo inh: 0.3; Vif inh: 26.0; MC4R antag cAMP: 4.0; ABCB6 inh 2: 100.0

(listing goes on)
Results follow in this order: MC4R ag barr, aDG glyco act, ABHD5-PLIN5 inh, TLR9-MyD88 inh, N-glyco inh, NOD2-RIPK2 inh, Granule exo inh, Vif inh, MC4R antag cAMP, ABCB6 inh 2
O=C(C(=O)N1CCc2ccccc2C1)c1c[nH]c2ccccc12
 : -1.4, 0.1, 0.8, 9.8, -0.9, -10.1, -2.6, 4.9, -4.1, 96.0
CC(NS(=O)(=O)c1ccc(CCC(=O)NCc2cccnc2)cc1)c1ccccc1 (configuration not stated)
 : -3.4, -0.1, 0.0, 0.9, -2.1, -1.2, 0.8, -5.6, 15.9, 94.0
COC(=O)CC1(C(=O)OC)Oc2ccc(Br)cc2C(=O)N1c1cc(Cl)c(Cl)cc1Cl (configuration not stated)
 : 0.5, 0.1, 2.8, -8.1, -3.0, -22.0, 14.4, 30.1, 6.3, 94.0
O=c1[nH]c(C2CCN(S(=O)(=O)c3ccc(C(F)(F)F)cc3)CC2)nc2c1nnn2Cc1cccc(F)c1
 : 3.5, -0.1, -5.1, -6.1, 5.3, -15.7, -6.3, -13.9, 21.5, 97.0
O=C(/C=C/c1ccc(S(=O)(=O)N2CCOCC2)cc1)NCCCn1ccnc1
 : -1.5, -0.1, 3.4, -10.1, 0.8, -3.6, 0.1, 9.2, 16.4, 97.0
O=C(/C=N/O)NCc1cccnc1
 : -0.6, -0.3, -1.1, -6.5, 1.6, -6.0, 0.5, -5.2, -1.2, 96.0
CC(C)CCN1CCN(Cc2ccc(C#CCCO)cc2)CC1CCO (configuration not stated)
 : -2.2, 0.3, -0.3, -3.7, -1.1, -11.4, -0.2, 9.0, 1.5, 102.0
CCNC(=O)CN(CCc1ccccc1)S(C)(=O)=O
 : -0.5, 0.7, -6.1, -2.8, 1.7, -0.8, -1.5, -0.2, 8.2, 117.0
CC(OC(=O)CC1Sc2ccccc2NC1=O)C(=O)N(C)Cc1ccccc1 (configuration not stated)
 : -0.6, -0.3, -2.5, -0.8, -2.4, 3.2, -3.0, -0.9, -1.2, 99.0
C#CCOCCOCCOCCNc1nc(N2CCN(C(=O)CCCCCCCCCCNC(=O)Cn3cc(CCCCCN)nn3)CC2)nc(N2CCN(C(=O)CCCCCCCCCCNC(=O)Cn3cc(CCCCCN)nn3)CC2)n1
 : -0.9, 0.3, 20.6, -2.9, 2.3, 6.2, -1.1, -6.0, 1.1, 99.0
CC(C)CCN(C(=O)c1cn2ccccc2n1)c1c(N)n(Cc2ccccc2)c(=O)[nH]c1=O
 : -1.6, 1.2, -3.2, -2.9, 0.7, 6.2, -3.2, 5.3, 4.2, 95.0
Cc1ccc(C)c(OCC(=O)O/N=C(\N)c2ccccn2)c1
 : -0.1, 0.1, 1.1, -5.1, -6.3, -4.6, -0.2, 14.6, 1.9, 87.0
O=C(Cn1cncn1)N/N=C/c1cccc(Cl)c1
 : -0.8, 0.0, -2.0, 6.8, -1.1, -6.9, -3.7, 1.9, -1.9, 97.0
COc1cc(NC(=O)c2cc(-c3ccc4c(c3)OCO4)on2)cc(OC)c1OC
 : 8.8*, 0.1, 2.8, 2.5, 2.7, -9.2, -10.2, -10.5, 15.3, 96.0
Cc1ccc(C)c(NC(=S)NCCCN2CCOCC2)c1
 : 0.4, 0.1, 0.0, -4.4, 0.4, -0.8, 3.7, -1.6, -2.4, 96.0
O=C(Nc1cccc(-c2csc(-c3ccccc3)n2)c1)c1cccs1
 : -0.2, 0.7, -2.0, 2.0, 3.4, -8.9, 3.3, -8.3, 7.4, 94.0
COc1ccc(C(=O)N2CC3(C)CC2CC(C)(C)C3)cc1OC (configuration not stated)
 : 1.4, -0.2, 2.7, -2.6, 2.1, -1.1, 4.3, -3.4, -12.8, 98.0
C/C(=N\NC(=O)c1nn(C)c(C)c1Br)c1ccc(NC(=O)C2CCCC2)cc1
 : -2.4, 0.0, 1.1, 7.0, 1.5, 3.7, 2.1, -3.3, -0.7, 79.0
O=C(O)c1ccccc1NS(=O)(=O)c1cccc(C(F)(F)F)c1
 : -1.0, 0.0, 4.3, -3.4, 2.1, -0.4, 0.3, 6.2, 0.8, 98.0
NC(=NCCc1c[nH]c2ccccc12)NS(=O)(=O)c1ccc(F)cc1
 : -0.6, 0.1, 12.3, -1.1, -1.9, -13.3, -0.8, -2.1, 0.0, 94.0

Single entries from above.
`Cc1ccc(C)c(NC(=S)NCCCN2CCOCC2)c1` @ N-glyco inh = 0.4
`COc1ccccc1N1CCN(C(=O)c2ccc(CS(=O)(=O)c3ccccc3OC)o2)CC1` @ MC4R ag barr = 0.6

The list goes on.
Results follow in this order: MC4R ag barr, aDG glyco act, ABHD5-PLIN5 inh, TLR9-MyD88 inh, N-glyco inh, NOD2-RIPK2 inh, Granule exo inh, Vif inh, MC4R antag cAMP, ABCB6 inh 2
C=CCNC(=O)N1CCC(n2nccc2NC(=O)CCc2ccccc2)CC1
 : -1.6, 0.0, 5.6, -4.5, 0.8, 10.1, -4.2, -3.2, 11.5, 101.0
O=C(c1ccc2c3c(cccc13)CC2)C1CCCN(Cc2ccncc2)C1 (configuration not stated)
 : -0.5, 0.4, 5.0, -7.3, -4.4, 1.2, -2.5, -2.5, -2.8, 89.0
COc1ccccc1Nc1nccc(N(C)C)c1C#N
 : -2.2, 0.1, 1.2, -3.2, 0.6, 4.4, 2.2, 14.7, 5.9, 96.0
COc1cccc(/C=N/NC(=O)CCc2ccccc2)c1
 : -1.7, 0.2, -0.6, -5.3, 3.4, 1.6, -8.0, 0.8, 21.0, 104.0
Fc1ccc(-c2ccc3c(c2)C2CC3CCN2)cc1 (configuration not stated)
 : 3.4, 0.2, 7.0, -10.6, -2.5, -10.2, -0.1, ., 0.5, 99.0
O=C1ON=C(c2ccccc2[N+](=O)[O-])/C1=C/c1cccc([N+](=O)[O-])c1O
 : -2.6, 0.0, -2.3, -6.8, -0.4, -6.8, 2.2, 2.2, 9.7, 100.0
Cc1ccc(NC(=O)CSc2nnc(NC(=O)C(C)C)s2)c(C)c1
 : -2.3, 0.2, -2.7, 10.1, 0.9, -8.3, 11.0, 4.4, -2.9, 101.0
COc1ccc(C(CC(=O)O)NC(=O)COc2cc(C)ccc2C)cc1OC (configuration not stated)
 : -2.5, -0.3, -0.1, ., -0.6, 1.9, 0.3, 0.2, -6.0, 85.0
C/C(=N\NC(=O)COc1ccccc1F)c1cc2ccccc2o1
 : 2.1, 0.1, -1.4, -4.2, 2.7, 6.1, 0.4, 1.5, 4.4, 99.0
